Screening data: PubChem BioAssay, National Center for Advancing Translational Sciences (NCATS)
GRP78 ERSR act: inducers of ER stress response in human glioma cells | Potency, µM, for inactives: top-dose activation, actives largely listed as activators | AID 602332 | U87-MG GRP78 promoter luciferase reporter, 16 h | actives 0.02% (n = 420,000); further: potency means the concentration at half of the fitted maximal effect; series mostly up to about 76 µM; % of control where 0% means no effect; nearly all actives have a fitted effect of over 35% in size
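ERSR induction read as luciferase luminescence (Bright-Glo, 10 min at room temperature) in stably transfected human U87-MG glioma cells exposed to compounds for 16 h, using GRP78 as sensor.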
Vif-APOBEC3G blk: inhibitors of Vif-APOBEC3G interaction; Potency, µM (titrated, usually from 46.1 µM), inactives show at the highest dose activity, negative = active, most hits filed as inhibitors; Q9HC16; actives 0.076% (n = 410,000); HeLa A3G-eYFP + Vif (tagged APOBEC3G with the HIV-1 protein that degrades it), YFP fluorescence, overnight;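 further: potency means the concentration at half of the fitted maximal effect; on the % scale 0 is the no-effect control and ±100 the full control effect; nearly all actives have a fitted effect of over 60% in size; hits raise eYFP signal because A3G escapes Vif-driven loss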
Target sequence (Q9HC16 whole entry, looked up): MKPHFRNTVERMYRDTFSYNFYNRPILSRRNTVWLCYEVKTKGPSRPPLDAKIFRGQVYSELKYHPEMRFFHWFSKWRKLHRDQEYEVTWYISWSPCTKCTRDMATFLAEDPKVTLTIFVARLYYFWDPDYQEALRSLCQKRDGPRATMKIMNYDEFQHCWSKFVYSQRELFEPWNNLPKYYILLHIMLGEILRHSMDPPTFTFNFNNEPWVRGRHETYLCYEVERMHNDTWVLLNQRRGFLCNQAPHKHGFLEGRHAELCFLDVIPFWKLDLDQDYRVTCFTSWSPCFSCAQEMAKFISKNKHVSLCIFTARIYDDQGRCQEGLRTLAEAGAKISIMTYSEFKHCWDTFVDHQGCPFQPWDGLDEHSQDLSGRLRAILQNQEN
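Read-out is eYFP fluorescence (Ex 488/Em 500-530) from Vif-expressing HeLa A3G-eYFP cells; more signal means A3G escaped Vif-mediated degradation. Cells plated overnight, compound pinned in, incubated overnight at 37 deg C.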
USP1-UAF1 inh: inhibitors of human USP1/UAF1 deubiquitinase | actives 0.23% (n = 390,000) | Potency, µM (highest dose often 57.1 µM), inactives show top-dose activity change, negative = inhibition, usual class: inhibitors | O94782 | recombinant USP1/UAF1, Ub-Rhodamine cleavage fluorescence; further: potency means the concentration at half of the fitted maximal effect; on the % scale 0 is the no-effect control and ±100 the full control effect; nearly all actives have a fitted effect of over 60% in size; inactives centre near -12
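USP1/UAF1 complex (1 nM) preincubated 15 min at room temperature with compound, then Ub-Rho substrate (150 nM final) added. Kinetic fluorescence at 480/540 nm over 6 reads at 60 s intervals; 50 mM HEPES pH 7.8, 0.5 mM EDTA, 0.1 mg/ml BSA, 1 mM TCEP, 0.01% Tween-20.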
LDHA inh: inhibitors of human lactate dehydrogenase A; purified LDHA, NADH/diaphorase-resazurin fluorescence; stronger effect = lower value; activity change, % (values are at about 110 or 230 µM); AID 1347041; actives 0.15% (n = 480,000); P00338; in the data active means activity change below about -30%; inconclusive means mostly about -25% to -30%;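 further: plate controls were DMSO wells for no effect and wells without enzyme for full effect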
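Enzyme activity of human lactate dehydrogenase 5 (2 nM; 0.06 mM NADH, 0.2 mM pyruvate, 5 min, RT) is measured via a resazurin/diaphorase fluorescence readout of residual NADH.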
RGS4 inh: human RGS4 inhibition; P49798; Transcreener GDP fluorescence polarization, RGS4-accelerated GTP hydrolysis; Potency, µM (doses to about 114 µM), for inactives: top-dose activity change, negative = inhibition, actives largely listed as inhibitors; actives 0.039% (n = 390,000); AID 504845; further: potency means the concentration at half of the fitted maximal effect; on the % scale 0 is the no-effect control and ±100 the full control effect; nearly all actives have a fitted effect of over 75% in size; some results filed as inactive show a strong effect at the top dose
Target sequence (P49798 whole entry, looked up): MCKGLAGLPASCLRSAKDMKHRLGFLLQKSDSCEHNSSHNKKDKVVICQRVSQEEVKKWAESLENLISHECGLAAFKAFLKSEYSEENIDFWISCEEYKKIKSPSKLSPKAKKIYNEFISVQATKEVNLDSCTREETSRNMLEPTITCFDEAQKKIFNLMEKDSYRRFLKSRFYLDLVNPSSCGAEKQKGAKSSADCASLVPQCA
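MLSMR compounds (23 nl, pin-transferred) preincubated 10 min at room temperature with a 500nM (2x) first reagent, then RGS4 at 900nM (2x) plus Transcreener GDP mix added; fluorescence polarization (620/688 nm) read before and after 90 min at 30 °C.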
TrxR1 inh: rat TrxR1 inhibition. O89049. recombinant rTrxR1, NADPH fluorescence consumption, selenite substrate. Potency, µM (titrated, usually from 114 µM), without a hit: at the highest dose activity change, negative = inhibition, actives largely listed as inhibitors. actives 1% (n = 390,000). AID 588453; further: potency means the concentration at half of the fitted maximal effect; on the % scale 0 is the no-effect control and ±100 the full control effect; nearly all actives have a fitted effect of over 65% in size
Target sequence (O89049 whole entry, looked up): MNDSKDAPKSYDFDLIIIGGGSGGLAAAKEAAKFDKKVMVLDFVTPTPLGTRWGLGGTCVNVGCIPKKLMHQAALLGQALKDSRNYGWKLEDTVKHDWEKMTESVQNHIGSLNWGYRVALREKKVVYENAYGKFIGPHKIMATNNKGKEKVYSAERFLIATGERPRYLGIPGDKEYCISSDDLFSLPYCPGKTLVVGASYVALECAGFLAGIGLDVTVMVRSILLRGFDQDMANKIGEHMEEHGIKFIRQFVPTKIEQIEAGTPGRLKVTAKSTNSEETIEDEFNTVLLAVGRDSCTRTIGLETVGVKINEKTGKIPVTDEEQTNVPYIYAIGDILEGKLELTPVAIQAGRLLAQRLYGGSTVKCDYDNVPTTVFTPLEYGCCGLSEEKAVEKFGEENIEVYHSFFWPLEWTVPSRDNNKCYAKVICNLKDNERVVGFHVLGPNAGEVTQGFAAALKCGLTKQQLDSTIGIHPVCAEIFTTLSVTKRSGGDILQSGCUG
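Rat TrxR1 (90 nM in the dispensed reagent) was pre-reduced with 400 uM NADPH for 5 min at room temperature, then incubated with compound for 15 min. After 400 uM selenite was added, NADPH fluorescence (Ex 340/Em 450 nm) was followed for 8 min.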
TrxR1 substrate: is turned over as a substrate by rat TrxR1 | purified TrxR1 substrate turnover, NADPH consumption readout | O89049 | Potency, µM (top dose mostly 114 µM), inactives show top-dose activity change, negative = substrate turnover | actives 0.01% (n = 390,000); further: potency means the concentration at half of the fitted maximal effect; on the % scale 0 is the no-effect control and ±100 the full control effect; nearly all actives have a fitted effect of over 50% in size
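Rat TrxR1, dispensed at 90 nM, was prereduced with 400 uM NADPH (final) for 5 min at ~22 deg C, then incubated with compound 15 min before 400 uM selenite. A first-read NADPH fluorescence drop versus no-compound background flagged substrates.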
Vif-APOBEC3F blk: blocks the Vif interaction with APOBEC3F | HeLa A3F-eYFP + Vif (tagged APOBEC3F with the HIV-1 protein that degrades it), YFP fluorescence increase | Potency, µM (series often up to 46.1 µM), without a hit: at the highest dose activity, negative = active | actives 0.2% (n = 390,000) | AID 602313; further: potency means the concentration at half of the fitted maximal effect; % of control where 0% means no effect; nearly all actives have a fitted effect of over 65% in size
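HeLa cells stably expressing A3F-eYFP plus Vif, plated and incubated overnight at 37 deg C, then exposed to compounds overnight at 37 deg C. Blocked degradation read as raised yellow fluorescence (Ex 488/Em 500-530).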
mIDH1 inhibitor: human IDH1 R132H inhibition; IDH1-R132H enzyme, NADPH consumption, diaphorase/resazurin fluorescence; Potency, µM (doses to about 76.6 µM), for the others: at the highest dose activity change, negative = inhibition, most hits filed as inhibitors; actives 0.093% (n = 390,000); further: potency means the concentration at half of the fitted maximal effect; on the % scale 0 is the no-effect control and ±100 the full control effect; nearly all actives have a fitted effect of over 65% in size
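IDH1-R132H (0.5 ug/mL dispensed) in pH 7.5 Tris buffer was preincubated 30 min with compound, then given a substrate mix of 0.016 mM NADPH and 2 mM alpha-KG for 80 min at room temperature; remaining NADPH was read by diaphorase/resazurin fluorescence.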
An asterisk follows results filed as active; ? = inconclusive; nt = not tested or not shown; & = joins results of further samples; [ ] = remark or other dose. Unless noted, the call rests on the fitted dose curve; in most records, active means well fitted curve in the direction sought with a large enough effect; inconclusive means small, poorly fitted or top-dose-only effect, or another doubt; inactive means no such curve, though single readings can be large; an effect the other way counts as inactive or inconclusive.

SMILES	GRP78 ERSR act	Vif-APOBEC3G blk	USP1-UAF1 inh	LDHA inh	RGS4 inh	TrxR1 inh	TrxR1 substrate	Vif-APOBEC3F blk	mIDH1 inhibitor
O=C(NNC(=S)Nc1ccccc1Cl)C1CC1	-6%	0%	-2%	-6	6%	?	7%	3%	-4%
CCN(CC)S(=O)(=O)c1ccc(OC)c(NC(=O)C2CC(=O)N(c3ccc(C)cc3)C2)c1 (stereo not given)	-2%	0%	-11%	-1	-11%	-10%[57.1 µM]	-7%[57.1 µM]	0%	9%
Cc1cc(C)c(C)c(S(=O)(=O)N2CCN(CC(=O)c3c(N)n(Cc4ccccc4)c(=O)n(C)c3=O)CC2)c1C	-4%	1%	-14%	8	4%	4%	-3%	4%	2%
CC(=O)CSc1ccc(-c2nc3ccccc3[nH]2)cn1	-11%	-1%	-5%	-6	-1%	-8%[57.1 µM]	-10%[57.1 µM]	12%	9%
CSc1ccc(CCNC(=O)CN2C(=O)COc3ccc(S(=O)(=O)N4CCCCCC4)cc32)cc1	-1%	1%	-17%	-2	25%	25%	5%	-1%	-1%
O=C(O)C1CCN(S(=O)(=O)c2ccc(N3CCOCC3)c([N+](=O)[O-])c2)CC1	-3%	1%	-11%	-3	19%	-20%	-17%	2%	-4%
COc1ccc(S(=O)(=O)NCC2CCCN(C(=O)c3ccco3)C2)cc1 (stereo not given)	-4%	1%	-12%	-2	0%	21%[57.1 µM]	12%[57.1 µM]	10%	2%
Fc1ccc(/C=N/NC2=Nc3cccc4cccc2c34)cc1	5%	?	-9%	-2	0%	-8%	-7%	?	9%
COc1ccc(NC(=O)c2ccccc2OCc2c(C)noc2C)cc1OC	0%	-6%	-21%	4	4%	-11%	-5%	3%	3%
COC(=O)c1ccc(NC(=S)NC(=O)c2c(Cl)cnn2C)cc1	-1%	-1%	-27%	-5	-35%	-22%	4%	-1%	9%
Cc1ccc(NC2CCCN(C(=O)c3ccc4nccnc4c3)C2)cc1C (stereo not given)	2%	-2%	-24%	-1	-4%	-3%	0%	-12%	2%
C/C(=N\OCC(=O)OCC(=O)NC(=O)c1ccc(OC(F)F)cc1)c1ccc2c(c1)OCO2	-2%	0%	-17%	-5	0%	5%	-3%	-2%	-1%
NS(=O)(=O)c1ccc(CCNC(=O)C(=O)C2C(=O)Nc3ccccc32)cc1 (stereo not given)	-4%	-1%	-5%	0	3%	0%	0%	0%	-5%
Cn1cnnc1SCC(=O)Nc1ccc2c(c1)CCC2	3%	0%	2%	3	1%	0%	4%	0%	-1%
COc1cc(NC(=O)Nc2cccc(Cl)c2)c(OC)cc1NC(=O)CN1CCCCC1	4%	-4%	-16%	10	1%	-10%	-10%	2%	1%
CC(C)[C@H](NC(=O)OCc1ccccc1)C(=O)OCC(=O)NC1CCCCC1	1%	-6%	-9%	0	14%	11%	4%	-10%	5%
C=CCSC1=C(C#N)C(c2ccccc2OCC)C(C#N)C(=O)N1 (stereo not given)	-1%	-8%	-9%	-12	-32%	-4%	8%	-1%	?
Cc1nc(C(=O)NNC(=O)c2ccccc2Cl)c(C(F)(F)F)o1	-1%	1%	-12%	-1	-2%	15%[57.1 µM]	2%[57.1 µM]	-15%	10%
O=C1CCC/C(=N/NC(=O)c2cc(NS(=O)(=O)c3cccs3)cc(NS(=O)(=O)c3cccs3)c2)C1	-4%	0%	-11%	4	11%	-20%	-3%	-5%	-2%
CCOC(=O)CCc1c(C)c(C#N)c2nc3ccccc3n2c1-n1ccnc1	-2%	-2%	-23%	-3&0	-9%	83%[activator]	41%[activator]	1%	9%
CN1CCN(CCOCCOc2c(Cl)cc(Cl)cc2Cl)CC1	-5%	1%	-13%	2	?	14%[57.1 µM]	-19%[57.1 µM]	-6%	5%
COC(=O)c1ccccc1-c1ccc(/C=N/NC(N)=O)o1	-1%	-8%	0%	3	-18%	-1%[57.1 µM]	-3%[57.1 µM]	-19%	9%
COc1cc2c(cc1OC)C(C)N(C(=O)Cc1ccc(C(F)(F)F)cc1)CC2 (stereo not given)	-2%	2%	-19%	-1	-49%	5%	-6%	-8%	2%
COc1cccc(-c2cccc(NC(=O)C3CCN(Cc4cnn(C)c4)CC3)c2)c1	-4%	1%	-9%	0	-4%	-2%	-1%	8%	7%
CCOC(=O)C1CCN(C(=O)c2cc(S(=O)(=O)N3CCCCC3)ccc2C)CC1	-1%	4%	-5%	2	-1%	10%	0%	0%	7%

The results go on:
SMILES	GRP78 ERSR act	Vif-APOBEC3G blk	USP1-UAF1 inh	LDHA inh	RGS4 inh	TrxR1 inh	TrxR1 substrate	Vif-APOBEC3F blk	mIDH1 inhibitor
COc1ccc(S(=O)(=O)N(CC(=O)N2CCOCC2)c2cc(Cl)ccc2OC)cc1OC	-5%	-1%	-9%	-10	24%	15%	3%	-11%	4%
O=C(Nc1ccc2c(c1)OCO2)c1c(Cl)nc2sccn12	2%	0%	1%	-3	3%	-6%	-2%	3%	8%
C=CCOc1cccc(C2/C(=C(\O)c3ccc(F)cc3)C(=O)C(=O)N2CCN(C)C)c1 (stereo not given)	4%	-4%	3%	3	32%	?	-12%	-6%	1%
CC(=O)OC(COc1ccc(F)cc1)Cn1cnc2ccccc21 (stereo not given)	-4%	1%	0%	-3	?	31%[57.1 µM]	6%[57.1 µM]	-11%	8%
Cc1ccc(C)c(N2CCN(C(=O)CCc3nc(-c4ccc(F)cc4)no3)CC2)c1	-2%	1%	?	-12	-7%	12%	-6%	7%	0%
O=C(NNC(=O)c1ccccc1F)c1ccc(Cl)c(S(=O)(=O)N2CCOCC2)c1	2%	-4%	5%	-8	28%	14%	-3%	-6%	-8%
COc1ccc(C2c3c(oc4ccc(Cl)cc4c3=O)C(=O)N2CCN2CCOCC2)cc1 (stereo not given)	2%	-6%	-21%	-13	-10%	3%	0%	1%	-9%
CCOc1ccc(NC(=O)CSc2ccc3nnc(-c4cccnc4)n3n2)cc1	-2%	-7%	-22%	-3	5%	5%	-5%	-4%	10%
Clc1ss/c(=N\c2ccccn2)c1Cl	1%	2%	-7%	-2	-26%	7%[57.1 µM]	5%[57.1 µM]	6%	-2%
Nn1c(SCC(=O)Nc2ccc3c(c2)OCO3)nncc1=O	1%	-3%	-11%	-2	-3%	6%	-7%	-8%	1%
NC(=O)c1ccc(NC(=O)CSc2nnc(-c3ccncc3)n2Cc2ccco2)cc1	-4%	-1%	0%	-10	14%	-6%[57.1 µM]	7%[57.1 µM]	9%	-3%
C=CCC(=O)OCCCCCCOc1ccc(C(=O)O)cc1	-1%	-1%	-8%	-10	4%[56.9 µM]	7%	0%	0%	-1%
O=C(Cc1ccccc1)Nc1ccc(NC(=O)c2cccc(Cl)c2)cc1	14%	1%	-11%	-6	7%	-13%[11.4 µM]	-7%[11.4 µM]	-13%	1%
Cc1ccn2cc(-c3ccc(Br)cc3)nc2c1	-13%	-7%	-4%	-12	-9%	22%	6%	0%	9%
Cc1cccc(NC2(C(=O)O)CCCC2)c1	0%	0%	-21%	7	12%	1%	8%	?	2%
O=C(Nc1nnc(-c2ccco2)o1)c1cccc(Cl)c1	0%	0%	-3%	1	-18%	11%[57.1 µM]	-13%[57.1 µM]	1%	10%
COc1cc(OC)c2c(-c3ccccc3)cc(=O)oc2c1C(CC(=O)N1CCOCC1)c1ccc(N(C)C)cc1 (stereo not given)	-5%&-2%	-1%&1%	-16%	1	-5%&7%	?	-16%&-1%	-11%	-3%
COc1ccc(-n2ccnc(NCCc3ccc(S(N)(=O)=O)cc3)c2=O)cc1Cl	-2%	-2%	-9%	-21	-14%	-6%[57.1 µM]	-1%[57.1 µM]	1%	0%
c1ccc2c(c1)CCCc1cc(NCCN3CCOCC3)nnc1-2	-1%&-2%	-1%	-19%	3	10%	17%	0%	-6%	-1%
COc1ccc(S(=O)(=O)N(C)C)cc1NC(=O)CSc1nnc(-c2cccnc2)o1	-3%	3%	-25%	-4	10%	26%	6%	13%	13%
COc1ccc(C(C)=NNS(=O)(=O)c2ccc(C)cc2)cc1OC	0%	0%	-8%	-2	nt	nt	nt	1%	15%
O=C(COC(=O)CCCCCN=C1NS(=O)(=O)c2ccccc21)Nc1ccc(Cl)c(Cl)c1	-4%	4%	-16%	-6	-12%	18%[57.1 µM]	-4%[57.1 µM]	-1%	-8%
COc1ccc(NC(=O)Cc2nnc(SCC(=O)c3ccc(F)cc3)n2C)cc1	-2%	7%	-20%	-12	2%	16%	9%	3%	9%
Cc1ccc(C)c(NC(=O)c2cc(-c3ccccc3)nn2-c2ccccc2)c1	-2%	-1%	1%	-9	18%	25%	16%	-18%	2%
COc1ccc(OC)c(NC(=O)C2CCCN(S(=O)(=O)c3c(C)nn(C)c3C)C2)c1 (stereo not given)	0%&-3%	0%&-4%	-25%&-9%	2&1	-10%&7%	13%&19%	8%&9%	1%&-3%	5%&-3%
Cc1cccc(CC2CC(=O)N(c3ccc(C)cc3Br)C2=O)c1 (stereo not given)	0%	-1%	-14%	-1	7%	8%	-6%	-1%	2%

Only part of the results is shown (hit frequency here may not be typical).
